uPA generation – qHTS for Inhibitors of Cell Surface uPA Generation. hit rate 0.31% among 330,000. Potency, µM (top dose mostly 38.3 µM), for inactives: at the top dose activity change, negative = inhibition, hits mostly inhibitors. cell surface uPA generation assay, qHTS. AID 540303, 2011; active = well fitted inhibition curve with a large enough effect; inconclusive = small, poorly fitted or top-dose-only effect; inactive = no such curve, though single readings can be large or run the other way; tested in mouse RAW 264.7 cells; note: potency is the fitted concentration of half-maximal effect; % is set by controls: 0 for no effect and ±100 for the full control effect; nearly all actives have a fitted effect of over 55% in size
BRCA1 expr act – qHTS Assay to Identify Small Molecule Activators of BRCA1 Expression | Potency, µM (highest dose often 46.1 µM), for inactives: top-dose activation, hits mostly activators | MCF7-BRCA1-FFLuc reporter, luminescence, 48 h; response scale: scaled: vehicle 0%, 10 µM genistein 100% | AID 624202, 2012 | hit rate 1.1% among 380,000; note: potency is the fitted concentration of half-maximal effect; nearly all actives have a fitted effect of over 80% in size; some results filed as inactive show a strong effect at the top dose
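Cells: MCF7-BRCA1-FFLuc, 2000/well. Exposure: 48 h, 37 °C, 5% CO2. Read: luminescence, 15 min post-substrate. Controls: genistein 10 microM (maximal activation), DMSO (neutral).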
Integrin act MD – qHTS for Activators of Integrin-Mediated Alleviation for Muscular Dystrophy; AID 624291, 2012; Potency, µM (titrated, usually from 38.3 µM), for the others: at the highest dose activation, hits mostly activators; hit rate 0.064% among 350,000; alpha7betagal myoblasts, beta-gal FDG fluorescence, 48 h;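 note: potency is the fitted concentration of half-maximal effect; 100% = response of the positive control SU9516; nearly all actives have a fitted effect of over 60% in size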
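Alpha7betagal+/- myoblasts (passage 13) were plated 16-24 hr, then exposed to compounds (1:260 dilution of DMSO stock) for 48 hours at 37C. After MPER lysis, β-galactosidase reporter activity was read as FDG fluorescence (ex 480/em 540) after 30 minutes.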
B2AR arrestin – qHTS assay of beta-arrestin-biased ligands of beta2-adrenergic receptor. hit rate 0.02% among 330,000. Beta-2 adrenergic receptor (Homo sapiens), P07550. beta-arrestin recruitment to beta2AR, cell-based reporter. Potency, µM (doses to about 46.1 µM), for inactives: top-dose activation, hits mostly activators;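 note: potency is the fitted concentration of half-maximal effect; 0% = DMSO controls and full agonism = EC100 isoproterenol or metaproterenol; nearly all actives have a fitted effect of over 65% in size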
PTAP TSG101 blk – qHTS Assay for Iinhibitors of HIV-1 Budding by Blocking the Interaction of PTAP/TSG101. Tumor susceptibility gene 101 protein (Homo sapiens), Q99816. Fluorescence polarization, FITC-PTAP peptide / Tsg101 binding. Potency, µM (doses to about 115 µM), without a hit: top-dose activity change, negative = inhibition, hits mostly inhibitors. 340,000 tested, under 10 active; active = well fitted inhibition curve with a large enough effect in the main read-out, with a control signal flat, not every such curve was filed as active; inconclusive = small, poorly fitted or top-dose-only effect, or effect the other way, or a change in a side signal; inactive = no such curve, though single readings can be large or run the other way; note: potency is the fitted concentration of half-maximal effect; % of control where 0% means no effect
Target sequence (Q99816 whole entry, looked up): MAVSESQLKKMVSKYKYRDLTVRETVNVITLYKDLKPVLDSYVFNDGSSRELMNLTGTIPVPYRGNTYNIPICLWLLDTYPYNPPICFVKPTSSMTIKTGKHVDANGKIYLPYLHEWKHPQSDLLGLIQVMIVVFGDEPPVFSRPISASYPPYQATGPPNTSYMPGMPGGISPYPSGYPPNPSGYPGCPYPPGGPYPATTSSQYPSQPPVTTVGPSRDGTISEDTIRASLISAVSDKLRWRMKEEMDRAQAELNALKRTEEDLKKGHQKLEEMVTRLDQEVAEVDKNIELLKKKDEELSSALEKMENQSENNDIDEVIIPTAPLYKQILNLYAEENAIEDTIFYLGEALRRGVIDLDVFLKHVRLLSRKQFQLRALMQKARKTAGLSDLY
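Steps: Tsg101 binding domain dispensed (10 uM final), compounds pinned in DMSO, FITC-labeled PTAP-motif peptide added (50 nM final); after 20 min binding at room temperature, polarization measured.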
TRPV1 ag – HTS Assay for Compounds that Act as Agonists of the Vanilloid Receptor 1. Transient receptor potential cation channel subfamily V member 1 (Homo sapiens), Q8NER1. TRPV1-expressing cells, Fluo-8 calcium influx, agonist mode. activation, % at 8.33 µM. hit rate 0.19% among 320,000. AID 540275, 2011; in the data active = activation above about 80%; inconclusive = between about 30% and that limit; note: 0% is about no effect
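TRPV1-expressing cells were cultured overnight at 35.5C and loaded with Fluo-8 calcium dye for 40 to 90 min at room temperature. After a 10 s baseline, compound was added and calcium influx was read kinetically for 3 min (ex 480/em 520 nm).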
USP2a block – qHTS Assay for Inhibitors of Ubiquitin-specific Protease USP2a Using CHOP2 as the Reporter; Potency, µM (series often up to 38.3 µM), for the others: at the top dose activity change, negative = inhibition, usual class: inhibitors; USP2 core, Ub-CHOP2 coupled fluorogenic reporter, 485/531; hit rate 0.01% among 330,000;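 note: potency is the fitted concentration of half-maximal effect; plate controls were DMSO wells for no effect and full inhibition by NEM control for full effect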
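Deubiquitinase activity read as fluorescence (485/531 nm) after Ub-CHOP2 cleavage activates the enterokinase reporter on its substrate; USP2 core 10nM, Ub-CHOP2 and substrate 25nM each, 30min compound preincubation then 60min RT; data normalized to NEM, curves fitted.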
Eya2 inh – qHTS Assay for Inhibitors of the Phosphatase Activity of Eya2; Protein phosphatase EYA2 (Homo sapiens), O00167; recombinant Eya2, OMFP fluorescence dephosphorylation (OMFP is methylfluorescein phosphate); Potency, µM (titrated, usually from 76.9 µM), without a hit: at the top dose activity, negative = inhibition, hits mostly inhibitors; hit rate 0.006% among 330,000; AID 488837, 2010; note: potency is the fitted concentration of half-maximal effect; % is set by controls: 0 for no effect and ±100 for the full control effect
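Eya2 (0.2 uM) preincubated 10 min at ambient with compound, then OMFP substrate added at 50 uM; 10 min reaction in 50 mM HEPES pH 7.5, 50 mM NaCl, 5 uM MgCl2, 0.05% BSA, 1 mM DTT. Fluorescence read at Ex 485/Em 525 nm.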
p53 reactivator – qHTS assay for re-activators of p53 using a Luc reporter; H1299 p53-A138V BP100-luciferase reporter, luminescence, 24 h; hit rate 0.063% among 320,000; Potency, µM (series often up to 92.2 µM), for inactives: at the highest dose activity change, positive = activation, hits mostly activators; AID 504706, 2011; note: potency is the fitted concentration of half-maximal effect; % of control where 0% means no effect; nearly all actives have a fitted effect of over 45% in size
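H1299 (p53-null), stable ts p53-A138V + BP100-Luc; 1000 cells/well, Opti-MEM/10% FBS; cpd 4 pt, 1:5; 24 h, 37 deg C, 5% CO2; detection reagent 10 min RT; luminescence.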
S-ASM inh – Inhibitors of Secretory Acid Sphingomyelinase (S-ASM): qHTS; Sphingomyelin phosphodiesterase (Homo sapiens), P17405; hit rate 0.006% among 340,000; placental ASM, HMU-PC fluorogenic substrate, 60 min; AID 504937, 2011; Potency, µM (top dose mostly 57.5 µM), inactives show top-dose activity change, negative = inhibition, actives largely listed as inhibitors; note: potency is the fitted concentration of half-maximal effect
Target sequence (P17405 47-631 limits assumed): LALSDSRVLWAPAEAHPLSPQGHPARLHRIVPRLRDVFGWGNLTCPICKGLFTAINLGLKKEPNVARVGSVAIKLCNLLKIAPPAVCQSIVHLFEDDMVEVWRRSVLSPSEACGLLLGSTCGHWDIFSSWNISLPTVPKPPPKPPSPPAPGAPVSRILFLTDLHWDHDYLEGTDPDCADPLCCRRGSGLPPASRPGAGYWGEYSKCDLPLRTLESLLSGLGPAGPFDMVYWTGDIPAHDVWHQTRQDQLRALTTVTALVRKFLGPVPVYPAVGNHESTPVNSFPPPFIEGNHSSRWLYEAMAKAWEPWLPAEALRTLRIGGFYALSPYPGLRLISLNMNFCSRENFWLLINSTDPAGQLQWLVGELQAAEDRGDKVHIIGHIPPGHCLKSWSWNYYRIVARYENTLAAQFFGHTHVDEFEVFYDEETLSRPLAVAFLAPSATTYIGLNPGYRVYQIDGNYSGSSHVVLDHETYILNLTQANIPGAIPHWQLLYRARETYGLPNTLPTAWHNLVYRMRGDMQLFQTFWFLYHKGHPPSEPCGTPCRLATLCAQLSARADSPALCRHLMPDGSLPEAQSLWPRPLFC
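Human placenta-derived ASM enzyme was preincubated with compound for 10 minutes at room temperature, then given fluorogenic substrate HMU-PC0 (9 uM final) for 60 minutes at 37 °C; a pH 10 stop preceded fluorescence reading at Ex 386/Em 447 nm.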
ELG1 genotox – qHTS screen for small molecules that induce genotoxicity in human embryonic kidney (HEK293T) cells expressing luciferase-tagged ELG1; HEK293T ELG1-luciferase reporter, luminescence, 16 h; Potency, µM (series often up to 46 µM), inactives show at the highest dose activity change, positive = activation, hits mostly activators; hit rate 1.3% among 330,000; AID 504466, 2011; note: potency is the fitted concentration of half-maximal effect; % of control where 0% means no effect; nearly all actives have a fitted effect of over 60% in size
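ELG1-luciferase HEK293T cells, 2,000/well; compound pinned in; 16 hr, 37 °C, 5% CO2; ONE-Glo, 30 min RT; luminescence on CCD imager.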
* hit, by the source's call; u = inconclusive; x = not tested or not shown; [ ] = dose if it differs, or a comment. Unless noted, calls come from the whole dose curve; as a rule, active = well fitted curve in the direction sought with a large enough effect; inconclusive = small, poorly fitted or top-dose-only effect, or another doubt; inactive = no such curve, though single readings can be large; an effect the other way counts as inactive or inconclusive.

SMILES	uPA generation	BRCA1 expr act	Integrin act MD	B2AR arrestin	PTAP TSG101 blk	TRPV1 ag	USP2a block	Eya2 inh	p53 reactivator	S-ASM inh	ELG1 genotox
Cc1ccc(N2C(=O)CC(NNC(=O)c3cccc(S(=O)(=O)N4CCCC4)c3)C2=O)cc1 (stereo unspecified)	8%	-4%	26%	-1.1%	-1%	1	2%	2%	-7%	1%	5%
O=C1N(Nc2ccccc2)C(c2ccc(Br)cc2)C12CCCC2 (stereo unspecified)	-5%	3%[1.84 µM]	-6%	-1.0%	-5%	15	-2%	13%	-14%	0%	-1%
Cc1ccc(C2C(C(=O)c3cccs3)=C(O)C(=O)N2c2ccc(S(N)(=O)=O)cc2)cc1 (stereo unspecified)	-1%	0%	12%	-0.7%	-2%	-2	-1%	-8%	8%	-2%	6%
CCSc1nc(COC(=O)NC)c(COC(=O)NC)n1C	-5%	-4%	23%	x	1%	x	x	x	x	5%	x
COc1ccc(C2=Nn3c(nnc3-c3cccnc3)SC2)cc1OC	x	-76%	-5%	0.1%	-5%	-3	0%	9%	-1%	1%	17%
O=C(OCC(=O)N1CCN(C(=O)c2ccco2)CC1)c1ccccc1C(=O)c1ccc(Cl)cc1	-7%	-2%	9%	0.2%	-2%	-2	-2%	6%	3%	1%	1%
Cc1ccc(NC(=O)CS(=O)CC(=O)NCC2OCCc3ccccc32)c(C)c1 (stereo unspecified)	2%	-24%	18%	-0.5%	-3%	11	4%	-1%	-1%	5%	1%
Cc1ccc(C(=O)C(OC(=O)c2cnccn2)c2ccccc2)cc1C (stereo unspecified)	0%	41%	32%	-1.4%	-1%	21	1%	2%	0%	-2%	0%
COc1ccc2c(c1)OC[C@H]1[C@H]2N2C(=O)CNC(=O)[C@@]2(C)[C@H]1c1ccccc1	-5%	8%	16%	0.4%	0%	x	3%	4%	-3%	4%	0%
Cc1ccc(C(=O)N/C(=C/c2ccc(Cl)cc2)C(=O)N2CCOCC2)cc1	-6%	-13%	41%	0.0%	-1%	-4	-2%	-19%	-2%	0%	3%
Cc1cc(Cl)c2ccccc2n1	-1%	10%	-13%	0.1%	-3%	-4	2%	-3%	-7%	3%	-1%
CC(C)(C)c1ccc(C(=O)N2CCC(=O)N(C(CO)Cc3ccccc3)CC2)cc1 (stereo unspecified)	8%	8%	11%	-0.9%	-1%	-3	-2%	-2%	-2%	4%	1%
Cc1ccc(C(=O)C(C)OC(=O)c2cc(=O)[nH]c3ccccc23)cc1 (stereo unspecified)	-10%	2%	3%	-0.2%	-2%	-1	0%	8%	-2%	3%	5%
Cc1ncc([N+](=O)[O-])n1CCOC(=O)c1ccccc1	-6%	-5%	30%	-0.8%	0%	4	4%	3%	8%	4%	0%
O=C1CCN(S(=O)(=O)c2ccccc2)CCN1CCOCc1ccc(F)cc1	-3%	-7%	6%	-0.2%	-2%	1	3%	4%	-1%	6%	-4%

Some of the entries so far, bar-delimited.
structure | uPA generation | BRCA1 expr act | Integrin act MD | B2AR arrestin | PTAP TSG101 blk | TRPV1 ag | USP2a block | Eya2 inh | p53 reactivator | S-ASM inh | ELG1 genotox
Cc1cc(Cl)c2ccccc2n1 | -1% | 10% | -13% | 0.1% | -3% | -4 | 2% | -3% | -7% | 3% | -1%
CC(C)(C)c1ccc(C(=O)N2CCC(=O)N(C(CO)Cc3ccccc3)CC2)cc1 (stereo unspecified) | 8% | 8% | 11% | -0.9% | -1% | -3 | -2% | -2% | -2% | 4% | 1%
Cc1ccc(C(=O)C(C)OC(=O)c2cc(=O)[nH]c3ccccc23)cc1 (stereo unspecified) | -10% | 2% | 3% | -0.2% | -2% | -1 | 0% | 8% | -2% | 3% | 5%
Cc1ncc([N+](=O)[O-])n1CCOC(=O)c1ccccc1 | -6% | -5% | 30% | -0.8% | 0% | 4 | 4% | 3% | 8% | 4% | 0%
O=C1CCN(S(=O)(=O)c2ccccc2)CCN1CCOCc1ccc(F)cc1 | -3% | -7% | 6% | -0.2% | -2% | 1 | 3% | 4% | -1% | 6% | -4%

Other entries.
SMILES	uPA generation	BRCA1 expr act	Integrin act MD	B2AR arrestin	PTAP TSG101 blk	TRPV1 ag	USP2a block	Eya2 inh	p53 reactivator	S-ASM inh	ELG1 genotox
CC(Sc1nncs1)C(=O)Nc1ccc2c(c1)OCCO2 (stereo unspecified)	-1%	61%	14%	-0.2%	-6%	1	-2%	-5%	13%	-1%	25%
CN(C)CCNC(=O)c1ccc2c(c1)NC(=O)c1ccccc1S2	17%	-15%	-26%	0.7%	0%	-2	-1%	6%	0%	0%	-9%
Cc1ccc(Cn2nc(C)c(NC(=O)c3cc(-c4ccc5c(c4)OCO5)on3)c2C)cc1	x	-27%	-8%	-0.3%	-1%	3	3%	6%	-38%[inhibitor]	3%	-6%
COc1ccc(C2NCCc3sccc32)cc1 (stereo unspecified)	-1%	14%	-3%	0.0%	-1%	-1	0%	3%	-4%	5%	-3%
COc1ccccc1N1C(=O)C2C3CC(c4ccccc4)C(C3)C2C1=O (stereo unspecified)	1%	-13%	-6%	-0.2%	-2%	11	5%	-6%	3%	-1%	-7%
CCCCN1C(=O)C(O)=C(C(C)=O)C1c1ccccc1[N+](=O)[O-] (stereo unspecified)	7%	-2%	4%	-0.2%	-3%	6	3%	9%	1%	1%	3%
Cc1cc(C)cc(N(CCC#N)C(=O)COC(=O)c2ccc(OCc3c(C)noc3C)cc2)c1	-15%	-24%	3%	0.3%	1%	0	3%	-22%	-9%	-6%	12%
CCOc1ccc(-c2noc(CCC(=O)NC3CCCC3)n2)cc1OC	-2%	36%	-3%	-0.1%	-2%	-1	2%	13%	4%	2%	7%
CCc1cc(C(=O)NCC(c2ccco2)N2CCCCC2)sc1C (stereo unspecified)	4%	-16%	-10%	-1.1%	-3%	11	0%	13%	-6%	2%	-1%
COc1ccccc1N1CCN(C2CCCN(C(=O)CN3CCCCC3=O)C2)CC1 (stereo unspecified)	2%	-16%	7%	-0.5%	0%	-2	-1%	-11%	-5%	1%	0%
CN(C1CCCCC1)S(=O)(=O)c1ccc(S(=O)(=O)N2CCCC2)cc1	14%	-24%	6%	-0.4%	1%	28	2%	-39%	-15%	4%	-3%
Cc1ccc(S(=O)(=O)N2[C@@H](c3ccc(Br)cc3)C(C(=O)O)=CC[C@H]2c2cccc(C)c2)cc1	13%	6%	9%	0.0%	-4%	x	2%	-11%	2%	-1%	-3%
CC(C)c1nc(SCC(=O)N2c3ccccc3CC2C)c2ccccc2n1 (stereo unspecified)	-4%	-17%	-34%	0.2%	-5%	u	3%	23%	-1%	-6%	-7%
COc1cccc(Cn2nnc(C(=O)Nc3cc(Cl)ccc3OC)c2N)c1	u	-45%	7%	0.3%	-1%	2	-7%	-8%	1%	-5%	-6%
COc1ccccc1-c1nc(C#N)c(N2CCC(Cc3ccccc3)CC2)o1	-8%	-33%	-8%	-0.3%	0%	2	-9%	-7%	-2%	0%	-9%
Nc1nc(NC(=O)CCCC(=O)O)nn1-c1ccccc1	3%	-1%	-10%	-0.7%	-6%	-2	1%	7%	3%	0%	2%
CCN(CC)c1ccc(NC(=O)c2ccccc2)cc1S(=O)(=O)Nc1ccccc1OC	5%	-47%	-29%	-0.8%	-2%	30	1%	4%	-3%	0%	-3%
Cc1ccc(NC(=O)C2CC(=O)N(C(C)C)C2)cc1Cl (stereo unspecified)	3%	-3%	-11%	-0.3%	0%	-6	-1%	5%	-6%	4%	-1%

Compound activity from PubChem.
